Pol kappa inh – inhibitors of human DNA polymerase kappa; Q9UBT6; AID 588579; Potency, µM (series often up to 107 µM), for inactives: top-dose activity, negative = inhibition, hits mostly inhibitors; purified Pol kappa, fluorescent DNA synthesis assay, 10 min; actives 0.53% (n = 400,000); note: potency is the fitted concentration of half-maximal effect; % is set by controls: 0 for no effect and ±100 for the full control effect
Target sequence (Q9UBT6 whole entry, looked up): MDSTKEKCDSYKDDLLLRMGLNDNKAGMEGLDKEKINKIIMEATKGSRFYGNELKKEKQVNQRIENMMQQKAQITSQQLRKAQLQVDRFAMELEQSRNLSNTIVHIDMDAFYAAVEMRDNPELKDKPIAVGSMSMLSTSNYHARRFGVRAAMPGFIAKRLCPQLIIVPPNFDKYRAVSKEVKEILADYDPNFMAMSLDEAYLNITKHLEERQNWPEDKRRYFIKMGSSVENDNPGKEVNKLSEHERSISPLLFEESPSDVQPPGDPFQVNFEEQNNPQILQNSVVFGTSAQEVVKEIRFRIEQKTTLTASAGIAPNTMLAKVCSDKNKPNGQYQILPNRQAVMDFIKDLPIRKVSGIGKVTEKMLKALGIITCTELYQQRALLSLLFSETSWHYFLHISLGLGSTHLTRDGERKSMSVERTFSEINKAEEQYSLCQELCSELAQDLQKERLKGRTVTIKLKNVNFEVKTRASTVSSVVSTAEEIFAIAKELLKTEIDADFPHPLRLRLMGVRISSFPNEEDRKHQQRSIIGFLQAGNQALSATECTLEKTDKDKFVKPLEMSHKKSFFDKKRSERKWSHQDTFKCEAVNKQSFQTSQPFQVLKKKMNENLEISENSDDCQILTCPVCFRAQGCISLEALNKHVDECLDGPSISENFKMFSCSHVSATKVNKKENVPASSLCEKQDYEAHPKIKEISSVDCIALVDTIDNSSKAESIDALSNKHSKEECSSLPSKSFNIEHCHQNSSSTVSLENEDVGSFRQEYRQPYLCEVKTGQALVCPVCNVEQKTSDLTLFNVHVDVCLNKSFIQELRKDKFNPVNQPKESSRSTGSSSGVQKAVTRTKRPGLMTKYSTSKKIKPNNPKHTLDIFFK
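Inhibition of 10 nM Pol kappa is measured by a fluorescent read-out at 0 and 10 min following addition of 50 nM substrate (final), with a 15-min room-temperature compound preincubation.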
APEX1 inh – inhibitors of human APE1 endonuclease; P27695; actives 0.35% (n = 350,000); Potency, µM (titrated, usually from 65.8 µM), without a hit: at the top dose activity change, negative = inhibition, hits mostly inhibitors; recombinant APE1, TAMRA/BHQ-2 abasic DNA cleavage fluorescence; AID 2517;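 note: potency is the fitted concentration of half-maximal effect; plate controls were vehicle for no effect and reference inhibitor for full effect; nearly all actives have a fitted effect of over 55% in size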
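Kinetic fluorescence read (525 ex/598 em nm, three reads 60 s apart) of AP-site incision; signal = third minus first read. Enzyme 0.75 nM, dual-labelled THF duplex 50 nM, compound preincubation 15 min RT.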
POLB inh – blocks human DNA polymerase beta activity; Pol beta primer extension/strand displacement, fluorescence kinetic; actives 1.3% (n = 340,000); Potency, µM (doses to about 114 µM), for the others: at the top dose activity change, negative = inhibition, actives largely listed as inhibitors; P06746; note: potency is the fitted concentration of half-maximal effect; % is set by controls: 0 for no effect and ±100 for the full control effect
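Human Pol beta at 10 nM; strand-displacement substrate 50 nM final. Compound exposure 15 min at room temperature before start, reaction 10 min at room temperature.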
GRP78 ERSR act – induces the endoplasmic reticulum stress response in human glioma cells. U87-MG GRP78 promoter luciferase reporter, 16 h. Potency, µM, for the others: at the highest dose activation, hits mostly activators. actives 0.02% (n = 420,000); note: potency is the fitted concentration of half-maximal effect; series mostly up to about 76 µM; % of control where 0% means no effect; nearly all actives have a fitted effect of over 35% in size
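ERSR induction read as luciferase luminescence (Bright-Glo, 10 min at room temperature) in stably transfected human U87-MG glioma cells exposed to compounds for 16 h, using GRP78 as sensor.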
POLH inh – DNA polymerase eta (human) inhibition; Q9Y253; recombinant Pol eta, fluorescent DNA replication assay; Potency, µM (top dose mostly 114 µM), without a hit: at the highest dose activity change, negative = inhibition, actives largely listed as inhibitors; actives 1.2% (n = 390,000); note: potency is the fitted concentration of half-maximal effect; % is set by controls: 0 for no effect and ±100 for the full control effect
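Pol eta (10 nM) was preincubated with compounds for 15 min at room temperature, after which fluorescent replication substrate (50 nM final) was added to start the reaction. Fluorescence was read kinetically at 0 and 10 min.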
LDHA block – LDHA (human) enzyme inhibition; P00338; purified LDHA, NADH/diaphorase-resazurin fluorescence; active compounds read low; activity change, % (values are at about 110 or 230 µM); actives 0.15% (n = 480,000); in the data active = activity change below about -30%; inconclusive = mostly about -25% to -30%;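 note: plate controls were DMSO wells for no effect and wells without enzyme for full effect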
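LDH5 2 nM; NADH 0.06 mM, pyruvate 0.2 mM; 200 mM Tris pH 7.4, EDTA, Tween-20; 5 min RT. Detection: diaphorase 0.133 mg/mL + resazurin 37 µM, fluorescence ex540/em590 at 0 and 20 min; normalized to enzyme-free and DMSO wells.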
BLM inh – Bloom syndrome helicase (human) inhibition; P54132; Potency, µM (doses to about 56.1 µM), inactives show top-dose activity change, negative = inhibition, actives largely listed as inhibitors; recombinant BLM DNA unwinding, fluorescence dequenching; actives 0.2% (n = 350,000); AID 2528;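 note: potency is the fitted concentration of half-maximal effect; plate controls were vehicle for no effect and no enzyme for full effect; nearly all actives have a fitted effect of over 35% in size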
Apoferritin bind – binds horse apoferritin like a general anesthetic | apoferritin/1-aminoanthracene competitive binding, fluorescence | Potency, µM (doses to about 77.5 µM), for inactives: at the top dose activity change, negative = displacement, hits mostly inhibitors | actives 0.074% (n = 350,000); note: potency is the fitted concentration of half-maximal effect; % is set by controls: 0 for no effect and ±100 for the full control effect; nearly all actives have a fitted effect of over 20% in size
Target sequence (P02791 2-175 limits assumed): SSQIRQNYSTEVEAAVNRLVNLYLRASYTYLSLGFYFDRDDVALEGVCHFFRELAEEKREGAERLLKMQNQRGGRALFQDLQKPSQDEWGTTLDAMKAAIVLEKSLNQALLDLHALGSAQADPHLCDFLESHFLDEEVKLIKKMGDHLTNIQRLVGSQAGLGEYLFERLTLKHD
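Horse-spleen apoferritin (10 uM) in 50% saturated 1-aminoanthracene in PBS was incubated 10 min at room temperature with compound. Fluorescence (ex 380, em 535 nm) was normalized to free and bound 1-AMA, with concentration-response fitted by a four-parameter Hill equation.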
Pol iota inh – inhibitors of human DNA polymerase iota. Q9UNA4. Pol iota fluorescent replication assay, 10 min. Potency, µM (series often up to 115 µM), for inactives: top-dose activity, negative = inhibition, actives largely listed as inhibitors. actives 1% (n = 390,000). AID 588590; note: potency is the fitted concentration of half-maximal effect
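Fluorescent replication assay read twice, at 0 min and 10 min after adding 50 nM (final) substrate. Enzyme (10 nM) and compounds were first incubated 15 min at room temperature; enzyme-free buffer wells were negative controls.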
* = called active by the depositor; ? = inconclusive; · = no result given; & = joins results of further samples; [ ] = dose if it differs, or a comment. Unless noted, calls come from the whole dose curve; as a rule, active = well fitted curve in the direction sought with a large enough effect; inconclusive = small, poorly fitted or top-dose-only effect, or another doubt; inactive = no such curve, though single readings can be large; an effect the other way counts as inactive or inconclusive. A portion of the library. The share of hits here may be higher or lower than overall.

Structure,Pol kappa inh,APEX1 inh,POLB inh,GRP78 ERSR act,POLH inh,LDHA block,BLM inh,Apoferritin bind,Pol iota inh
O=C(O)C1CCC(c2ccc(-c3ccccc3)cc2)CC1 (stereo unspecified),-3%,10%,18%,0%,2%,-4,0%,-8%,-4%
O=C(N/N=C/c1ccco1)c1ccc(N2CCCC2=O)cc1,-11%,?,?,1%,?,-2,-7%,-13%,?
CC(C)(C)NS(=O)(=O)c1ccc(CCC(=O)NCc2cccnc2)cc1,0%,-1%,0%,-4%,-7%,-3,-2%,-7%,10%
Cc1noc(C)c1NC(=O)NCCN1CCN(Cc2ccccc2)CC1,-6%,0%,-15%,1%,-15%,-3,0%,-4%,144%[activator]
CC1=Nc2cc(C(=O)NC3CCCC3)ccc2Sc2ccc(C)cc21,-12%,·,-16%,-5%,-16%,-8,-10%,0%,-2%
COc1ccccc1C(=O)NC(=O)Nc1ccc(-c2cc(C(F)(F)F)nn2-c2ccccc2)cc1,-20%,·,-13%,·,·,-2,-13%,-1%,9%
CN(C)C(=O)Cn1cc(S(=O)(=O)Cc2ccccc2)c2ccccc21,-10%,12%,-2%,1%,-6%,-3,0%,-14%,32%[activator]
Cc1ccccc1Nc1c(-c2ccccc2)nc2cccc(C)n12,-11%&7%,·,0%,-4%,-1%,-7&-2,-2%,-5%,21%&-1%
Cc1ccc(-c2nc3ccccc3[nH]2)cc1NC(=O)COc1cccc(C)c1C,-36%,·,27%,-2%,-1%,-8,-11%,5%,89µM*
Cc1nn(C)c(C)c1NC(=O)c1ccnn1C,-1%,0%,7%,-7%,1%,-3,-1%,-4%,17%
CCOC(=O)c1c(CSc2ccccc2)n(C)c2ccc(O)c(CN3CCN(C)CC3)c12,-8%,2%,-4%,-4%,-8%,2,-14%,1%,15%
COc1ccc(CCNC(=O)COc2ccc(C)nc2[N+](=O)[O-])cc1OC,-7%,-1%,-11%,-1%,-8%,2,-2%,-13%,-3%
COc1ccc(-c2cn(-c3ccc(C)cc3)c(S(=O)(=O)CC(=O)Nc3ccccc3)n2)cc1,-23%,·,10%,1%,-14%,-17,-10%,1%,-10%
O=C(O)CN1CCCC1=Nc1ccccc1,-6%,-3%,1%,-4%,-10%,-5,2%,-11%,-3%
CCCCc1ccc(NS(=O)(=O)c2c(C)n(C)c(=O)n(C)c2=O)cc1,-3%,46%[activator],10%,14%,-17%,-5,-1%,?,30%
Cc1ccccc1Nc1nc(N)nc(CSc2nc3ccccc3s2)n1,-6%,-11%,19%,1%,-17%,-6,-9%,-22%,11%
CCCCn1nc(C(=O)O)ccc1=O,-5%,8%,9%,-7%,0%,-13,1%,-6%,7%
CCc1nnc2sc(-c3ccc(NC(=O)c4ccc5c(c4)OCCO5)cc3)nn12,-10%,21%,1%,0%,1%,0,-8%,1%,12%
O=C(Nc1nc2ccccc2s1)c1c(F)cccc1Cl,-2%,17%,-1%,6%,-17%,-3,-5%,4%,110%[activator]
CCCc1nnc(NC(=O)C2CC(=O)N(CCc3ccc(F)cc3)C2)s1 (stereo unspecified),1%,14%,?,-3%,12%,-7,-2%,3%,3%

Rewritten field by field: 2 of the compounds above.
Cc1ccccc1Nc1c(-c2ccccc2)nc2cccc(C)n12
  Pol kappa inh: -11%&7%	APEX1 inh: ·	POLB inh: 0%	GRP78 ERSR act: -4%	POLH inh: -1%	LDHA block: -7&-2	BLM inh: -2%	Apoferritin bind: -5%	Pol iota inh: 21%&-1%

Cc1nn(C)c(C)c1NC(=O)c1ccnn1C
  Pol kappa inh: -1%	APEX1 inh: 0%	POLB inh: 7%	GRP78 ERSR act: -7%	POLH inh: 1%	LDHA block: -3	BLM inh: -1%	Apoferritin bind: -4%	Pol iota inh: 17%

(listing goes on)
Structure,Pol kappa inh,APEX1 inh,POLB inh,GRP78 ERSR act,POLH inh,LDHA block,BLM inh,Apoferritin bind,Pol iota inh
Cc1ccc(SCc2cn3ccccc3n2)cc1,0%,2%,28%,-5%,-17%,-4,-7%,-3%,40%[activator]
O=C(Nc1cccc(Cl)c1)NC1CCS(=O)(=O)C1 (stereo unspecified),-3%,-4%,26%,-3%,-18%,-6,-1%,-11%,183%[activator]
C=CCN1C(=O)C2(OCCCO2)c2cc(C)ccc21,-9%,-14%,?,-3%,-13%,-5,-1%,5%,97%[activator]
Cn1cnnc1SCc1ccc(C(=O)N/N=C(\CCC(=O)O)c2ccc(C(C)(C)C)cc2)cc1,-4%,-1%,10%,6%,-24%,-2,-1%,-6%,61%[activator]
O=C(Nc1nccs1)C1CC=CCC1 (stereo unspecified),0%,5%,22%,0%,-4%,-1,-2%,-13%,64%[activator]
CCCCC(CCC(=O)O)(C(=O)OCC)c1csc(Nc2ccc(C)cc2)n1 (stereo unspecified),4%,6%,22%,4%,-9%,2,-8%,-24%,80%[activator]
Cc1ccc(CNC(=O)Cn2ncn3cccc3c2=O)cc1,-14%,51%[activator],1%,0%,3%,-2,-1%,-4%,-9%
CC1CCC2[C@](C)(CO)C(O)CC[C@]2(C)C12CCC(CO)(CCO)O2 (stereo partly specified),-9%[19.4 µM],?,·,-1%,·,·,3%,·,·
Clc1cccc(-n2ncc3c(NC4CCCCC4)ncnc32)c1,-2%[60.1 µM],·,-1%,-7%,-19%,8&3,-7%,-1%,-5%
CCn1c(SCC(=O)Nc2ccccc2Cl)nnc1C1CC1,-13%,10%,9%,-1%,7%,-5,0%,-5%,16%
O=[N+]([O-])c1ccc(Sc2nccn2Cc2ccccc2)c([N+](=O)[O-])c1,-1%,2%,10%,-1%,-18%,3,-3%,-13%,5%
CCOc1ccc(-c2cccc(NC(=O)COc3ccccc3)c2)nn1,1%,39%,-13%,7%,-25%,-5,-1%,-23%,24%
COc1ccc(N(CC(=O)O)S(C)(=O)=O)cc1OC,-9%,-6%,4%,-3%,3%,-7,0%,-5%,10%
NC(=O)CSc1nc2scc(-c3ccc(Cl)cc3)c2c(=O)n1Cc1ccccc1,-6%,-1%,9%[57.1 µM],-2%,-5%,-5,3%,7%,3%
O=C(Nc1ccc(Cl)cc1)c1cc2nc(-c3ccco3)cc(C(F)(F)F)n2n1,-15%,-3%,-1%,-2%,-8%,-7,-5%,1%,1%
COc1ccc(C(=O)NC(C(=O)N2CCc3ccccc32)C(C)C)cc1 (stereo unspecified),0%,6%,8%,-2%,-1%,-6,0%,-3%,24%
C=C(c1ccccc1C)[n+]1ccccc1,0%,-8%,58%,-2%,-5%,-4,4%,-2%,155%[activator]
CCn1nc(C)c(/C=N/NC(=O)Cn2nnnc2N)c1C,-12%,-1%,-3%,-3%,-1%,-4,2%,-3%,13%[58.9 µM]
CC(C)(C)c1ccc(N=C2SCC(=O)N2Cc2cccs2)cc1,-17%,-1%,18%,6%,-7%,3,-9%,0%,-19%
Cc1nnc(SCC(=O)Nc2nsc(-c3ccccc3)n2)s1,-3%,-1%,1%,3%,-8%,-2,0%,0%,-18%
COC(=O)C(c1cc(OC)c(O)c(OC)c1)(N1CCNC(C)C1)C(F)(F)F (stereo unspecified),-8%,1%,-11%,-4%,0%,17,2%,1%,16%
O=C(CSc1nc2cc(Cl)ccc2s1)NCc1ccc2c(c1)OCO2,-16%,10%,0%,3%,-12%,-5,-7%,6%,3%
O=C(/C=C/c1ccc(F)cc1)NCCCn1ccnc1,-5%,-7%,26%,3%,-14%,-1,1%,7%,28%
COc1ccc(Oc2cc(F)nc(N)n2)cc1,-8%,-4%,5%,-1%,1%,-7,1%,-9%,20%
CCCCn1ccc(O)c(Cc2ccc(F)cc2)c1=O,2%,4%,1%,-3%,-18%,0,2%,-5%,-8%
O=C(NC(=S)Nc1cccc(Cl)c1)c1cncc(Br)c1,-3%,·,·,-7%,-14%,-6,·,·,39%[activator]
CCCc1cnc(NCCNCC(O)COc2ccc(Cl)c(Cl)c2)nc1 (stereo unspecified),-20%,0%,-13%,-14%,-16%,-5,2%,?,-4%
COc1ccc(S(=O)(=O)n2nc(-c3ccco3)nc2NCc2ccc(N(C)C)cc2)cc1,-6%,·,22%,1%,-12%,-3,-8%,-1%,4%
COc1cc(CC(=O)NCc2ccco2)cc(OC)c1OC,0%,1%,15%,-2%,-8%,-8,-2%,4%,-14%
CS(=O)(=O)c1cccc(C(=O)Nc2cccc(S(=O)(=O)N3CCCC3)c2)c1,-6%,6%,·,1%,-15%,-4,·,·,-15%
Cc1c(Cl)c([N+](=O)[O-])nn1CC(=O)Nc1ccc2c(c1)OCO2,-7%,?,-4%,-5%,-14%,0,-6%,-5%,-5%
COc1ccc(CNC(=S)Nc2ccc(F)c(Cl)c2)cc1,0%,-7%,-6%,-3%,-12%,-2,-6%,-9%,101%[activator]
O=c1[nH]cnc2c1N1CCC2CC1,1%,15%,20%,-1%,-9%,-2,-1%,-4%,-22%
CCCN1CCN(c2ncnc3scc(C4COc5ccccc5O4)c23)CC1 (stereo unspecified),-8%,4%,0%,-6%,1%,-8,-11%,-17%,26%
O=C(CCCCCNC(=O)N1CCn2c1nc1ccccc12)NCc1ccc(F)cc1,9%,34%,13%,9%,3%,-1,3%,-5%,29%
O=C(Cn1nc(-c2ccc3c(c2)OCCO3)ccc1=O)Nc1cccc(NC(=O)c2ccccn2)c1,·,0%,2%,·,·,·,-2%,-5%,·
CC1=NN(c2nc(-c3ccc(F)cc3)cs2)C(=O)C1,-24%,-1%,0%,-1%,-3%,-3,-7%,-14%,?
COc1ccc(CNC(=O)COC(=O)CO/N=C(\C)c2ccc3c(c2)OCO3)cc1,-9%,12%,·,-3%,-5%,-3,·,·,22%
Cc1ccc(CNC(=O)C2CC(c3ccc([N+](=O)[O-])cc3)=NO2)cc1 (stereo unspecified),3%,-5%,0%,0%,-12%,-5,0%,-18%,20%
O=C1c2ccccc2C(=O)N1c1cccc2ccccc12,-1%,-1%,?,-2%,-1%,-11,-2%,-13%,152%[activator]

Screening data as filed in PubChem BioAssay.
